Source: PubChem BioAssay (several laboratories)
CHRM4 PAM: potentiates acetylcholine response at human M4 receptor; P08173; CHO-K1 hM4/Gqi5, Fluo-8 calcium fluorescence, ACh EC20; 0% = ACh EC20, 100% = maximal ACh; activation, % at 3 µM; hit rate 0.4% among 360,000;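 active = activation above its plate's cutoff, the mean activation of sample wells plus 3 SD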; note: some results filed as inactive read as strong as hits
M5 ag: agonists of human muscarinic M5 receptor (CHRM5) | activation, % at 3 µM | hit rate 0.19% among 360,000 | AID 624037 | CHO-K1 hM5 cells, Fluo-8 calcium fluorescence; 0% DMSO wells, 100% maximal acetylcholine response;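 active = activation above the run's mean over test compounds plus 3 SD, cut at about 23% in these data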;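 note: signal is peak over basal fluorescence ratio across the kinetic read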
IDE cell inh: inhibits human insulin-degrading enzyme in HEK cells; AID 434962; FAbetaB cleavage, fluorescence polarization; hit rate 0.41% among 320,000; inhibition, % at 5.59 µM; P14735;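 active = percent inhibition above the average of all tested compounds plus 3 SD, set per screening campaign, cut at about 16% in these data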;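 note: IDE supplied by intact live HEK cells; FP after avidin binding of uncleaved biotin substrate so inhibition keeps polarization high; 0% = DMSO wells and 100% = 60 µM reference IDE inhibitor Ii1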
Target sequence (P14735 whole entry, looked up): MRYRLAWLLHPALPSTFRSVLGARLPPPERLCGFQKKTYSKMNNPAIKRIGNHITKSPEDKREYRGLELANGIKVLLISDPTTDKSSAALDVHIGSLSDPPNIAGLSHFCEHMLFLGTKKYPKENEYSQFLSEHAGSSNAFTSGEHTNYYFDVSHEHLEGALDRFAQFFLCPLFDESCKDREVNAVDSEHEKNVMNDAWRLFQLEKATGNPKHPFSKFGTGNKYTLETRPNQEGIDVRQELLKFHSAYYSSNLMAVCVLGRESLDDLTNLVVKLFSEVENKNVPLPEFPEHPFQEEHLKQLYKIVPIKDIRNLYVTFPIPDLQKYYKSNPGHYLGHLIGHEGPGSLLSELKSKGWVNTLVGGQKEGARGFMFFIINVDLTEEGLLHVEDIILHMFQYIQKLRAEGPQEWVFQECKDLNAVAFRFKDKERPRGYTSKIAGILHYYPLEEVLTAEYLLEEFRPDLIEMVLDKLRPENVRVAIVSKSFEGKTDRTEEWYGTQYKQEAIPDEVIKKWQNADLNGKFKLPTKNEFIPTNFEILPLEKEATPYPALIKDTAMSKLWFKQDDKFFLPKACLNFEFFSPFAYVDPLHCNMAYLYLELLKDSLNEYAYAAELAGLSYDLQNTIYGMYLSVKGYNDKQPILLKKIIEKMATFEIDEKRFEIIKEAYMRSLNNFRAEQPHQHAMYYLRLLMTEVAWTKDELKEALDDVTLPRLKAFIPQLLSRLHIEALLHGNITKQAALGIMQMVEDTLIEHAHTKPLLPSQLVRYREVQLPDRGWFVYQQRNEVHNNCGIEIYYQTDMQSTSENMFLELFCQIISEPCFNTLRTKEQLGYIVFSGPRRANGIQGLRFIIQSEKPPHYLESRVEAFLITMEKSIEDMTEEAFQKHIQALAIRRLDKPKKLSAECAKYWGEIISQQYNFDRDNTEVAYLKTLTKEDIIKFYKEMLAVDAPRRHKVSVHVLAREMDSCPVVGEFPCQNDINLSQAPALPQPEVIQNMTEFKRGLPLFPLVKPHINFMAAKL
CHRM4 agonist: agonists of human muscarinic M4 receptor (CHRM4). CHO-K1 hM4/Gqi5, Fluo-8 calcium fluorescence; vehicle 0%, full acetylcholine response 100%. activation, % at 3 µM. hit rate 0.14% among 360,000. AID 624127;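 active = activation above the run mean over all test wells plus 3 SD, cut at about 32% in these data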;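 note: peak over basal fluorescence ratio per well then scaled between controls; 0% = DMSO wells and 100% = acetylcholine at EC100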
CHRM5 antagonist: CHRM5 antagonism in calcium assay; hit rate 0.59% among 360,000; inhibition, % at 3 µM; P08912; CHO-hM5 cells, Fluo-8 calcium fluorescence, ACh EC80; AID 624040;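 active = inhibition above a per-plate cutoff, the mean of that plate's test compounds plus 3 SD, cut at about 27% in these data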;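 note: 0% = acetylcholine EC80 with DMSO and 100% = DMSO without agonist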
CRFBP-R2 agonist: agonists of human CRF-binding protein/CRF-R2 receptor complex; hit rate 0.46% among 350,000; activation, % at 13.2 µM; HEK293 CRF-R2/CRF-BP, calcium dye fluorescence (FLIPR); percent of saturating CRF peptide response;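 active = activation of at least 50%, plus an integration ratio under a set limit after plate pattern correction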;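 note: plate controls were neutral control wells without compound for no effect and CRF at EC100 for full effect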
CRFR2-BP antag: antagonists of CRF-binding protein/CRF-R2 receptor complex; HEK293 CRF-R2/CRF-BP, CRF-induced calcium fluorescence; inhibition, % at 11.8 µM; hit rate 0.59% among 350,000; AID 588475;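 active = inhibition of the ligand-induced calcium signal above about 50% at the single tested concentration, limit read from the data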
CHRM4 antagonist: CHRM4 antagonism in calcium assay. inhibition, % at 3 µM. CHO-hM4 cells, ACh EC80, Fluo-8 calcium fluorescence. P08173. hit rate 0.73% among 360,000;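 active = inhibition above its plate's cutoff, the mean inhibition of sample wells plus 3 SD, cut at about 27% in these data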;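 note: 0% = acetylcholine EC80 with DMSO and 100% = DMSO without agonist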
M5 PAM: positive allosteric modulators of human muscarinic M5 receptor. P08912. hit rate 0.3% among 360,000. activation, % at 3 µM. CHO-K1 hM5, Fluo-8 calcium, ACh EC20 PAM; 0% = ACh EC20, 100% = ACh EC100;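 active = activation above the run cutoff, the mean activation of all test compounds plus 3 SD, cut at about 18% in these data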
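system = human M5 receptor in CHO-K1 cells | compound = one concentration, 3 µM final (nominal) | schedule = Post-acetylcholine fluorescence recording 140 s | signal = Fluo-8 calcium dye fluorescence, kinetic read | benchmarks = low control EC20 acetylcholine (0%), high control EC100 acetylcholine (100%) | repeats = singlicate, one well per test compound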
* marks the source's active call; other numbers are inactive results; . = no result given. Hits appear at their usual frequency; overall some 2.9% were active at least once.

SMILES	CHRM4 PAM	M5 ag	IDE cell inh	CHRM4 agonist	CHRM5 antagonist	CRFBP-R2 agonist	CRFR2-BP antag	CHRM4 antagonist	M5 PAM
Cc1nnc(C)n1/N=C/C=C/c1ccccc1	19	-6	4	2	-14	-1.6	-4	3	0
COc1ccc(C2CC(c3ccc(F)cc3)n3nc(NS(C)(=O)=O)nc3N2)cc1 (stereo unspecified)	4	5	3	0	2	-1.1	-3	2	5
O=C1S/C(=C\c2ccccn2)C(=O)N1Cc1ccccc1F	-2	1	-4	0	0	-0.5	-6	0	-1
Cc1ccccc1NC(=O)C(=Cc1ccc(C(=O)O)cc1)C(=O)Nc1ccccc1C	7	0	.	0	8	-0.7	-5	-5	2
Cc1nc(-c2nc(-c3c(C(=O)NNC(=O)Nc4ccccc4)noc3C)cs2)cs1	-1	-2	0	4	2	1.1	-7	0	6
CCN(CC)c1ccc(NC(=O)C2CCCN(S(=O)(=O)c3cnc[nH]3)C2)c(C)c1 (stereo unspecified)	-3	1	3	1	-2	2.7	-8	-4	0
O=C(NC1CCN(S(=O)(=O)c2ccccc2F)CC1)c1ccco1	0	-1	2	0	4	-2.2	-2	-1	1
COc1ccc(-c2c(C)oc3ccc(C)cc23)cc1	-3	0	6	-2	2	-0.8	12	-6	0
COc1ccc(-c2nc3c(C)cc(Br)cn3c2CC2CCCCC2)cc1OC	-8	0	.	-1	-2	.	.	8	-7
CCOC(=O)C1=C(C)N(C)C(C)=C(C(=O)OCC)C1c1ccccn1	2	-8	3	-1	-1	-0.2	-7	-3	-2
c1ccc(NCc2cccc3ccccc23)nc1	4	-1	-4	0	1	-0.1	-9	-4	-1
Cc1ccc(-n2c(=O)[nH]c3ncccc3c2=O)cc1	-1	3	-3	0	4	1.9	2	3	4
CN1C(=O)NC(c2ccc(O)cc2)C2=C1CN(c1ccccc1)C2=O (stereo unspecified)	1	1	-1	0	7	-0.1	-7	1	-3
Cc1ccc(Cl)cc1NC(=O)COC(=O)C1CC1	9	-3	-1	1	-10	-2.6	12	-5	7
CCc1nnc(NS(=O)(=O)c2ccc(NS(=O)(=O)c3ccccc3)cc2)s1	-2	2	12	0	-1	-3.4	25	-3	-1
CC1CCN(c2ccc3nnc(CCC(=O)NC(C)C)n3n2)CC1	-5	-5	3	0	7	0.7	7	5	-1
CCC1CCCCN1C(=O)CCC(=O)Nc1nnc(C(F)(F)F)s1 (stereo unspecified)	-7	-3	3	3	20	0.6	-4	-10	-6
CCOC(=O)C(C)N1N=C(/C=C/c2ccc(C)cc2)CCC1=O (stereo unspecified)	4	-4	-1	-1	-2	-0.9	6	-6	2
COc1ccc2[nH]cc(CCNC(=O)C3CCCO3)c2c1 (stereo unspecified)	7	0	5	1	1	-2.9	3	-3	4
CC(C)Oc1ccc(/C(O)=C2/C(=O)C(=O)N(CCN(C)C)C2c2ccco2)cc1 (stereo unspecified)	-3	-3	1	0	-1	0.1	8	-2	1
CC(C)C(=O)Nc1ccc(Oc2ccc3c(c2)C(=O)NC3=O)cc1	-4	-1	4	2	3	-0.4	8	-2	2
Cc1cccc(N2CCN(C(=O)c3ccc(S(=O)(=O)N(C)c4ccccc4)cc3)CC2)c1C	3	-6	13	0	1	1.7	2	-15	-10
O=C(Nc1ccc(F)cc1F)N1CCCN(c2ccc(C(F)(F)F)cn2)CC1	4	2	9	5	4	-0.7	5	-2	6
CCSCc1nnc(SCC(=O)Nc2nc3ccccc3s2)n1C	3	1	1	3	8	-1.6	-6	2	-3
Cc1cc(OCCCCNC(C)C)cc(C(C)C)c1	-13	-6	-4	3	8	-1.8	-2	7	-10
Cc1ccccc1NS(=O)(=O)c1cc(S(C)(=O)=O)ccc1Cl	-2	2	1	1	-4	-0.9	-17	-1	1
CCN(CC(=O)NCc1cccs1)C(=O)c1ccccc1Cl	-7	-7	7	0	10	0.9	2	4	-2
CCN1CCN(c2nc(Nc3ccc(OC)cc3)nc(N)c2[N+](=O)[O-])CC1	-3	-5	1	2	16	-1.0	-13	9	-2
C=C(C)CSc1nnc2n(N)c(=O)c3ccccc3n12	14	0	-1	1	-3	-0.2	1	5	0
COc1ccc(C2(C(=O)Nc3ccc(S(=O)(=O)Nc4nc(C)cc(C)n4)cc3)CCCC2)cc1OC	6	-1	-2	2	-3	-1.8	-2	-10	0
CCCCNCc1cc2ccccc2o1	13	1	1	1	-11	3.3	-11	19	9
C#CCOCCOCCOCCNc1nc(N2CCN(C(=O)[C@H]([C@@H](C)CC)n3cc(CCC(=O)O)nn3)CC2)nc(N2CCN(C(=O)[C@H](Cc3ccc(O)cc3)n3cc(CCO)nn3)CC2)n1	7	3	.	1	8	-2.4	20	3	1
COc1ccc(OC)c(NC(=O)CCNS(=O)(=O)c2cccs2)c1	9	-3	1	1	-10	-2.2	3	-11	1
O=C(NCCCN1CCN(c2cccc(Cl)c2)CC1)C1CCC(=O)N1Cc1ccccc1Cl (stereo unspecified)	2	-4	.	6	-1	-0.7	22	-9	-12
O=C(NCCSCc1ccccc1)c1cc(S(=O)(=O)N2CCOCC2)ccc1F	-6	0	-4	4	-7	-5.1	13	0	-3
Cc1ccc(-c2cnc(SCCNC(=O)c3ccco3)[nH]2)cc1	8	-1	6	0	3	-5.0	1	-10	1
COc1ccc(S(=O)(=O)NC2CC(=O)N(c3ccc(C)c(C)c3)C2)cc1C (stereo unspecified)	-7	5	6	8	-13	0.3	7	-15	1
Cc1ccc2c(c1)N(CC(=O)N1CCCCC1C)C(=O)CO2 (stereo unspecified)	-5	0	0	1	15	-0.8	0	1	-6
Cc1ccc2ccc(C(Nc3cccc(C(F)(F)F)c3)c3cccnc3)c(O)c2n1 (stereo unspecified)	2	-1	-3	0	1	0.3	-3	2	3
CC(NC(=O)c1ccc2c(c1)C(=O)N(Cc1cccnc1)C2=O)c1ccccc1 (stereo unspecified)	-2	-3	0	2	21	-2.9	-1	-8	-3
Cc1ccnc(NS(=O)(=O)c2cccs2)c1	9	0	1	2	-2	-0.7	12	7	7
Cc1ccc(C)c(NC(=O)NNS(=O)(=O)c2ccc(C)c(C)c2)c1	0	0	5	2	-4	-0.8	2	1	17
O=C1CCC(C(=O)NCc2ccc3c(c2)OCO3)N1 (stereo unspecified)	-2	1	-1	0	3	1.9	7	-7	2
Cc1ccc(CONC(=O)c2ccc(C)cc2)cc1	13	2	4	1	-9	-1.3	-1	-11	10
COc1ccc(-n2nc(C(=O)N(C)C)nc2-c2ccccc2)cc1	4	0	-1	0	3	-1.3	13	4	0
O=C(NCC1CCCO1)C1CCCN(Cc2cnn(-c3ccccc3)c2-n2cccc2)C1 (stereo unspecified)	-2	0	4	0	2	-0.1	10	-2	-2
CN(C)c1ccnc2sc3c(SCc4ccc(Cl)cc4)ncnc3c12	0	-3	-1	1	-4	6.6	-10	-3	-1
O=C(Nc1ccc(Br)cc1)c1cc2ccccn2n1	3	0	1	2	5	-1.8	2	-9	1
COc1ccc(CSc2nnc(C)n2N)cc1[N+](=O)[O-]	1	-1	0	1	6	0.4	46	4	2
COc1ccc(NS(=O)(=O)c2csc(C(=O)N3CCCC3)c2)cc1	-2	-5	2	2	9	0.7	-6	-5	-5
CCCOc1ccc(N2C(=O)CC(N3CCN(c4ccc([N+](=O)[O-])cc4)CC3)C2=O)cc1 (stereo unspecified)	-5	7	-1	10	3	1.1	-7	-10	-6
COC(=O)c1ccc(CSc2nc3c(c(=O)n2-c2ccc(F)cc2)SCC3)o1	6	-7	0	0	-1	-1.2	44	1	-1
Cc1oc2cc3oc(=O)c(CCC(=O)NCCCn4ccnc4)c(C)c3cc2c1C	-2	-2	16	3	-1	-3.5	5	-4	-1
Cc1ccc(CNC(=O)c2cc3cc(Br)ccc3oc2=N)cc1	4	2	-3	0	-1	-0.7	-9	-6	-4
COc1ccc(N(CC(=O)N2CCN(c3ccccc3)CC2)S(=O)(=O)c2ccc(C)cc2)cc1	6	-2	1	1	-13	-0.3	-8	-10	8
CC[C@]12c3[nH]c4ccc(Cl)cc4c3CCN1C(=O)[C@@H](CC(=O)NCc1ccc(OC)c(OC)c1)C[C@@H]2C(=O)N1CCN(C(=O)C2CC2)CC1	-7	-1	.	1	-2	-2.2	3	3	2
COc1cc(OC)cc(C(=O)N[C@H](C(=O)Nc2cccc(S(=O)(=O)N3CCCC3)c2)C(C)C)c1	-18	-17	-10	-1	-4	-0.3	11	-4	-1
Cn1c(SCc2ccc([N+](=O)[O-])cc2)nnc1-c1cccnc1	9	-2	-2	0	3	-0.9	-6	-7	-2
CCOC(=O)/C(=N\Nc1ncnc2ccccc12)c1ccc(C)cc1	-4	-6	-2	2	-5	-1.4	-3	-6	4
O=C(c1ccc(Cn2c(=O)[nH]c3ccccc3c2=O)cc1)N1CCN(c2ccccn2)CC1	-7	6	-4	16	1	-0.3	9	-2	-7

Carrying on.
SMILES	CHRM4 PAM	M5 ag	IDE cell inh	CHRM4 agonist	CHRM5 antagonist	CRFBP-R2 agonist	CRFR2-BP antag	CHRM4 antagonist	M5 PAM
CCCCS(=O)(=O)C(=C1Nc2ccccc2N1)S(=O)(=O)CCCC	-8	-3	4	1	2	-0.3	-7	10	-1
O=C(Nc1ccc(N2CCCC(O)C2)cc1)c1snc2c(=O)[nH]cnc12 (stereo unspecified)	0	1	0	-1	8	-0.7	-1	4	-7
COc1ccc(S(=O)(=O)N(CC(=O)N2CCN(C)CC2)C2CCCCC2)cc1OC	7	-4	0	0	-4	0.6	-18	12	7
Cn1c(=O)c2c(nc(NCC3CCCO3)n2Cc2ccccc2)n(C)c1=O (stereo unspecified)	22	-2	2	2	-6	-2.0	5	-9	1
CCOc1ccc(-c2c(C(=O)N/N=C/c3cccs3)nnn2-c2nonc2N)cc1	9	11	0	7	2	-2.3	-87	-8	1
Cc1ccc(S(=O)(=O)N2CCN(C(=O)COC(=O)c3ccc(O)cc3)CC2)c(C)c1	-8	5	4	9	3	-0.2	21	2	-11
Cn1cccc1C(=O)OCC(=O)Nc1cccc(S(=O)(=O)N2CCOCC2)c1	-9	1	0	2	0	0.6	7	2	4
CC1(C(=O)OCC(=O)NCCNC(=O)COC(=O)C2(C)CC2(Cl)Cl)CC1(Cl)Cl (stereo unspecified)	-7	0	5	7	7	0.3	1	-1	-6
COc1ccc(S(=O)(=O)N2CCN(C(=O)Cc3ccsc3)CC2)cc1	7	-2	.	3	6	0.1	4	1	-3
CC1(C(O)(C#CC[N+]2(C)CCCCC2)c2ccccc2)CCCC1 (stereo unspecified)	-21	-10	5	0	100*	0.8	4	99*	-20

In another format: entries from further up
| SMILES | CHRM4 PAM | M5 ag | IDE cell inh | CHRM4 agonist | CHRM5 antagonist | CRFBP-R2 agonist | CRFR2-BP antag | CHRM4 antagonist | M5 PAM |
| --- | --- | --- | --- | --- | --- | --- | --- | --- | --- |
| Cc1ccc(S(=O)(=O)N2CCN(C(=O)COC(=O)c3ccc(O)cc3)CC2)c(C)c1 | -8 | 5 | 4 | 9 | 3 | -0.2 | 21 | 2 | -11 |
| Cn1cccc1C(=O)OCC(=O)Nc1cccc(S(=O)(=O)N2CCOCC2)c1 | -9 | 1 | 0 | 2 | 0 | 0.6 | 7 | 2 | 4 |
| CC1(C(=O)OCC(=O)NCCNC(=O)COC(=O)C2(C)CC2(Cl)Cl)CC1(Cl)Cl (stereo unspecified) | -7 | 0 | 5 | 7 | 7 | 0.3 | 1 | -1 | -6 |
| COc1ccc(S(=O)(=O)N2CCN(C(=O)Cc3ccsc3)CC2)cc1 | 7 | -2 | . | 3 | 6 | 0.1 | 4 | 1 | -3 |
